From PubChem BioAssay
TNAP inh no acc: inhibitors of human TNAP without phosphate acceptor; P05186; 200,000 compounds, 0.26% hits; purified TNAP, CDP-star luminescence, 30 min; AID 1012; inhibition, % at 20 µM;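 active = tissue-nonspecific alkaline phosphatase inhibition above about 50% at 20 µM in the single-dose screen, limit read from the data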;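 also: 0% = DMSO negative control and 100% = EDTA positive control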
Target sequence (P05186 whole entry, looked up): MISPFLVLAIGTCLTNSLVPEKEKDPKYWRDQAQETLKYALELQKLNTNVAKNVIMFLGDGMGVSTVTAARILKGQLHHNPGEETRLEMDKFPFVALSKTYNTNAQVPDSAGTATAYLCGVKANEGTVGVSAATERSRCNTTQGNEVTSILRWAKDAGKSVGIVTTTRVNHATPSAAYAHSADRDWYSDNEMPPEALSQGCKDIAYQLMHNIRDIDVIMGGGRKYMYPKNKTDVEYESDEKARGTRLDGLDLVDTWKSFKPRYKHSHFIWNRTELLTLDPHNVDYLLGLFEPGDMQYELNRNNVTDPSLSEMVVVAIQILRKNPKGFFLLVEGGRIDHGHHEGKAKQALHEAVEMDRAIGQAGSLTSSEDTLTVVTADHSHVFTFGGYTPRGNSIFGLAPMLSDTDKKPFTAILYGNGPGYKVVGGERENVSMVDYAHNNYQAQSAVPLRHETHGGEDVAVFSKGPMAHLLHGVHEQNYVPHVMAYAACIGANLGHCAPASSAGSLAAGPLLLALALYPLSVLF
APP transl inh: APP translation inhibition | 190,000 compounds, 0.82% hits | SH-SY5Y APP 5'UTR-luciferase reporter, luminescence | AID 1285 | inhibition, % at 2 µM;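 active = inhibition above a set limit, derived from the sample mean plus 3 SD, cut at about 45% in these data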; also: values of inactives mirror those of a sister screen read the other way
TNAP inh hi DEA: inhibitors of human TNAP at high phosphate acceptor concentration | P05186 | purified TNAP, CDP-star luminescence, 1 M DEA | inhibition, % at 20 µM | 200,000 compounds, 0.03% hits;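 active = over 50% inhibition of tissue-nonspecific alkaline phosphatase at 20 µM in the single-dose screen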;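 also: plate controls were DMSO wells for no effect and EDTA-quenched wells as full inhibition for full effect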
TNAP act hi DEA: increases human TNAP activity under high phosphate acceptor concentration. P05186. purified TNAP, CDP-star luminescence, 1 M DEA, 30 min; stronger effect = higher value; 0 = EDTA background, 1 = DMSO-only activity. activation factor at 20 µM. 200,000 tested, under 10 active. AID 1136;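 active = activation factor at least 2 at 20 µM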
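system = human TNAP | amount = enzyme diluted 1/800 final | reagent = 100 µM CDP-star substrate | signal = luminescent substrate turnover signal | dosing = one dose, 20 µM | benchmarks = EDTA negative control, DMSO positive control | measure = activation factor | timing = 30 min reaction, room temperature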
bIAP activator: intestinal alkaline phosphatase (bovine) activation | activation factor at 20 µM | AID 1016 | 200,000 compounds, 0.17% hits | purified bovine IAP, CDP-star luminescence, 30 min; stronger effect = higher value; fold of DMSO-control signal, blank-subtracted;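 active = activation factor of 2 or more at 20 µM, a signal rise over negative controls twice the positive control's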
FLuc inh counter: inhibits firefly luciferase, flagging false hits in luciferase inhibition screens; 200,000 compounds, 1.5% hits; ATPLite firefly luciferase biochemical luminescence, 10 min; P08659; inhibition, % at 10 µM;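 active = inhibition above about 50% when tested at 10 µM, limit read from the data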
Target sequence (P08659 whole entry, looked up): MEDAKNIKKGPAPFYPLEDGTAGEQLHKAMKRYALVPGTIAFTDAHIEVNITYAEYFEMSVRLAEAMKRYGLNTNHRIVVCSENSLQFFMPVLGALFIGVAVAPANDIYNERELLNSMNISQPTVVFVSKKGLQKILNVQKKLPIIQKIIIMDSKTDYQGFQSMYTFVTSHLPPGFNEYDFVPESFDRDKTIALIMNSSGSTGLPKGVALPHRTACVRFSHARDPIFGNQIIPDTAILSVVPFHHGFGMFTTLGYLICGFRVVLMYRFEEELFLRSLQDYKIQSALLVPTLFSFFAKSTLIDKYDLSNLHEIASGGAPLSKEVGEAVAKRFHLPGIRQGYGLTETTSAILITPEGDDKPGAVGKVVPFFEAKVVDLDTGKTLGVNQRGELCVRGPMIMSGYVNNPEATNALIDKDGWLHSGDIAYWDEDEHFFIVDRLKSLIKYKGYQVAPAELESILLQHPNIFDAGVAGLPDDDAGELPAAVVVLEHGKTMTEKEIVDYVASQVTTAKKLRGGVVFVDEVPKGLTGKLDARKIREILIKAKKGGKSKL
Lmaj promast: Leishmania major promastigote growth inhibition | Leishmania major promastigotes, resazurin fluorescence viability | inhibition, % at 10 µM | 200,000 compounds, 9% hits; in the data active = inhibition above about 50%;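 also: promastigotes grown with compound for 44 hours at 28 °C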
RAM inhibit: inhibitors of the yeast RAM network; AID 868; 190,000 compounds, 1.8% hits; inhibition, % at 50 µM; S. cerevisiae dse1pr::URA3 reporter, 5-FOA growth OD615, 2 d; analog-sensitive cbk1-as2 kinase mutant strain;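 active = inhibition above a set limit, 3 SD over mean compound inhibition, cut at about 8.4% in these data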;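 also: 0% = DMSO-only wells with no growth and 100% = 10 µM 1-NA-PP1 full growth; inhibition rescues growth on 5-FOA so higher OD means more RAM inhibition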
bIAP inh: blocks bovine intestinal alkaline phosphatase activity | purified bovine IAP, CDP-star luminescence, 30 min | inhibition, % at 20 µM | 190,000 tested, under 10 active | AID 1019;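 active = over 50% inhibition of intestinal alkaline phosphatase at 20 µM in the single-dose screen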
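Assay system: bovine IAP enzyme; medium: DEA buffer 100 mM, pH 9.8, with MgCl2 1.0 mM, ZnCl2 0.02 mM; doses: 20 µM single dose; incubation: enzyme reaction for 30 min at room temperature; detection: CDP-star luminescence signal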
FLuc act counter: affects firefly luciferase, flagging false hits in luciferase stimulation screens | P08659 | ATPlite luciferase biochemical, luminescence, 10 min; 0 = ATP-free wells, 1 = DMSO control | activation factor at 10 µM | 200,000 tested, under 10 active;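 active = luciferase activation factor, scaled between plate controls, of at least 2 with compound at 10 µM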
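System: Luciferase/luciferin detection reagent, cell-free biochemical luciferase assay | Medium: PBS buffer for ATP | Dosing: Test compounds dosed from 2 mM stocks in 100% DMSO | Timing: 10 min at ambient temperature | Signal: Luminescence measurement of luciferase light output | Evaluation: Luciferase activation, seen as luminescence increase over controls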
* marks the source's active call; other numbers are inactive results.

Letter code – A = TNAP inh no acc; B = APP transl inh; C = TNAP inh hi DEA; D = TNAP act hi DEA; E = bIAP activator; F = FLuc inh counter; G = Lmaj promast; H = RAM inhibit; I = bIAP inh; J = FLuc act counter
1	COCCn1c(N)c(C(=O)NCC2CCCO2)c2nc3ccccc3nc21 (stereo not given)
  A: -12 | B: 11 | C: -5 | D: 1 | E: 1.1 | F: -4 | G: 16 | H: 0.3 | I: -13 | J: 1

2	Cc1cc(C(=O)N(C2CCCCC2)C2CCCCC2)no1
  A: -21 | B: -1 | C: -8 | D: 1.1 | E: 1 | F: -7 | G: -3 | H: -0.5 | I: 4 | J: 1.1

3	CCn1c(COc2ccc(C)cc2)nnc1SCC(=O)NNC(=O)c1ccc(OC)cc1
  A: -151 | B: -3 | C: -3 | D: 1 | E: 0.7 | F: -4 | G: 12 | H: 2.0 | I: 26 | J: 1

4	O=c1c2ccccc2n2c(-c3cccc(Cl)c3)nnc2n1Cc1ccccc1
  A: -4 | B: -35 | C: -2 | D: 1 | E: 0.9 | F: 0 | G: 13 | H: 2.2 | I: 15 | J: 1

5	COC(=O)c1ccccc1NC(=O)CSCC(=O)Nc1ccccc1OC
  A: -15 | B: -4 | C: -6 | D: 1.1 | E: 0.9 | F: -7 | G: -5 | H: 0.8 | I: 11 | J: 1.1

6	NC(=O)C1CCN(C(=O)COc2cccc3ccccc23)CC1
  A: -11 | B: -6 | C: -1 | D: 1 | E: 1 | F: -5 | G: -1 | H: 1.8 | I: 4 | J: 1

7	CC(C)On1c(SC(C)C)nc2ccccc2c1=O
  A: -5 | B: -7 | C: 1 | D: 1 | E: 1 | F: -1 | G: -4 | H: -0.5 | I: 2 | J: 1

8	COc1cc2c(cc1OC)-c1cc(N3CCCc4ccccc43)nc(=O)n1CC2
  A: 0 | B: 12 | C: -4 | D: 1 | E: 1.1 | F: -9 | G: 11 | H: 0.4 | I: -13 | J: 1.1

9	CCN(C(=O)CSc1nnnn1-c1ccccc1)c1c(N)n(Cc2ccccc2)c(=O)[nH]c1=O
  A: 0 | B: 8 | C: 2 | D: 1 | E: 1.2 | F: -1 | G: -7 | H: 1.6 | I: -16 | J: 1

10	S=c1[nH]nc(-c2ccco2)n1/N=C/c1ccccc1Cl
  A: 21 | B: 8 | C: 0 | D: 1 | E: 1 | F: 2 | G: -5 | H: 1.9 | I: -4 | J: 1

11	O=C1CC(c2ccccc2)CC2=C1C(c1ccccn1)Nc1ccccc1N2 (stereo not given)
  A: -12 | B: 4 | C: -3 | D: 1 | E: 0.9 | F: -1 | G: 20 | H: -0.9 | I: 12 | J: 1

12	CCCn1c(SCC(=O)NCc2ccccc2Cl)n[nH]c1=O
  A: 5 | B: 10 | C: 2 | D: 1 | E: 1 | F: -5 | G: -1 | H: 0.7 | I: 3 | J: 1

13	O=C(c1ccc(F)cc1F)N1CCN(c2ncccn2)CC1
  A: -5 | B: 3 | C: 3 | D: 1 | E: 1 | F: -3 | G: -8 | H: 3.0 | I: 2 | J: 1

14	CC(C)NC(=O)COC(=O)c1cncc(Br)c1
  A: -8 | B: 3 | C: -4 | D: 1 | E: 1 | F: -7 | G: 14 | H: 3.2 | I: 1 | J: 1.1

15	COc1ccc(C(=O)NCC2OCCc3ccccc32)cc1 (stereo not given)
  A: -6 | B: -14 | C: -6 | D: 1.1 | E: 1 | F: 18 | G: 0 | H: -0.1 | I: -4 | J: 0.8

16	CCOc1ccc(NC(=O)c2ccc(CSc3nnnn3C)cc2)cc1
  A: -15 | B: -16 | C: -4 | D: 1 | E: 1 | F: 5 | G: 49 | H: 2.0 | I: -3 | J: 0.9

17	O=C(Nc1ccc2nc(-c3ccccc3)oc2c1)c1ccco1
  A: -6 | B: -61 | C: 0 | D: 1 | E: 0.8 | F: 5 | G: -7 | H: 5.0 | I: 15 | J: 0.9

18	O=C(NN1CCCCC1)c1cccc2ccccc12
  A: -6 | B: -12 | C: -3 | D: 1 | E: 0.9 | F: -1 | G: -6 | H: -0.2 | I: 6 | J: 1

19	COc1ccc(N(CN2C(=O)c3ccccc3C2=O)C(=O)C(C)C)cc1
  A: -5 | B: -4 | C: -1 | D: 1 | E: 1.1 | F: -2 | G: 0 | H: 1.2 | I: -12 | J: 1

20	O=C(CSCc1ccccc1)Nc1ccc2c(c1)C(=O)NC2=O
  A: -8 | B: -2 | C: -3 | D: 1 | E: 1.1 | F: -5 | G: -3 | H: 0.1 | I: -15 | J: 1.1

21	CCN(CC)c1ncnc2c1ncn2Cc1c(Cl)cccc1Cl
  A: -8 | B: 2 | C: -4 | D: 1 | E: 0.9 | F: -8 | G: 12 | H: 0.5 | I: 9 | J: 1.1

22	Cc1ccc(S(=O)(=O)NCc2ccc(C(=O)N3CCN(c4ccccn4)CC3)cc2)cc1
  A: -14 | B: -8 | C: -4 | D: 1 | E: 1 | F: -9 | G: 16 | H: -0.5 | I: 1 | J: 1.1

23	N#CC1(c2ccccc2)CCCN1C(=O)c1ccc(Br)o1 (stereo not given)
  A: -14 | B: -4 | C: -4 | D: 1 | E: 1 | F: -2 | G: 4 | H: 0.9 | I: -2 | J: 1

24	Cc1cc(C)cc(N(CC(=O)O)S(=O)(=O)c2c(C)[nH]c(=O)[nH]c2=O)c1
  A: -3 | B: 15 | C: -7 | D: 1.1 | E: 1 | F: -11 | G: -1 | H: 2.5 | I: 2 | J: 1.1

25	CCCCCNCc1ccc(Cl)cc1
  A: -5 | B: 16 | C: -4 | D: 1 | E: 1 | F: 0 | G: 51* | H: 1.6 | I: 1 | J: 1

26	COC(=O)c1oc2ccccc2c1NC(=O)/C=C/C(=O)O
  A: -15 | B: -8 | C: -4 | D: 1 | E: 1 | F: -3 | G: -10 | H: -0.7 | I: -2 | J: 1

27	COc1ccc(N2CCN(C(=O)CCNS(=O)(=O)c3ccc(Br)s3)CC2)cc1
  A: -16 | B: -11 | C: -7 | D: 1.1 | E: 1 | F: -11 | G: 15 | H: 1.0 | I: 1 | J: 1.1

28	Cc1[nH]nc2c1C(=O)CC(C)(C)C2
  A: 55* | B: 2 | C: -1 | D: 1 | E: 1 | F: -2 | G: -4 | H: 0.3 | I: 1 | J: 1

29	CCOc1ccc2c(c1)OC(c1ccc(OC)cc1)(C(F)(F)F)NC2=O (stereo not given)
  A: -10 | B: 91* | C: -4 | D: 1 | E: 0.9 | F: 0 | G: 100* | H: 3.2 | I: 13 | J: 1

30	COc1cc(C2C=C(Nc3ccccc3)C(=O)N2c2ccccc2)ccc1O (stereo not given)
  A: -6 | B: 2 | C: -1 | D: 1 | E: 1 | F: 0 | G: 15 | H: 3.1 | I: -1 | J: 1

31	O=C(COc1cccc2cccnc12)Nc1nccs1
  A: -4 | B: -46 | C: -7 | D: 1.1 | E: 1.1 | F: 48 | G: 8 | H: -0.7 | I: -13 | J: 0.5

32	COc1cccc(-c2n[nH]c3c2CCC3)c1
  A: 10 | B: -23 | C: -4 | D: 1 | E: 1 | F: -7 | G: -5 | H: -0.3 | I: -3 | J: 1.1

33	Cc1cccc(N2CCN(C(=O)Cn3cccc3C(=O)c3ccccc3)CC2)c1C
  A: -1 | B: 4 | C: -4 | D: 1 | E: 0.9 | F: -5 | G: 9 | H: 1.7 | I: 5 | J: 1

34	COc1ccc2nc(NC(=O)CSc3nc4ccccc4o3)sc2c1
  A: -8 | B: -56 | C: -1 | D: 1 | E: 1 | F: 1 | G: -4 | H: 3.9 | I: 1 | J: 1

35	Cc1cc(C)nc(Nc2nc3ccccc3s2)n1
  A: -15 | B: -147 | C: -1 | D: 1 | E: 1.1 | F: 8 | G: 40 | H: 3.0 | I: -5 | J: 0.9

36	CC(O)C(=O)N/N=C/c1cccc(Cl)c1Cl (stereo not given)
  A: -2 | B: -3 | C: -3 | D: 1 | E: 0.8 | F: -2 | G: -1 | H: 2.9 | I: 18 | J: 1

37	COc1cc(-n2nnnc2SC)c(OC)cc1Cl
  A: 0 | B: 6 | C: -5 | D: 1 | E: 0.9 | F: -9 | G: -8 | H: -0.1 | I: 5 | J: 1.1

38	Cc1ccc(C2/C(=C(/O)c3ccccc3)C(=O)C(=O)N2CCN2CCOCC2)o1 (stereo not given)
  A: 2 | B: 4 | C: 0 | D: 1 | E: 1.1 | F: -6 | G: 29 | H: 0.6 | I: -8 | J: 1.1

39	Cc1ccc(S(=O)(=O)N(C)Cc2ccc(C(=O)N/N=C/c3ccc(OC(F)F)cc3OC(F)F)cc2)cc1
  A: -13 | B: -6 | C: -1 | D: 1 | E: 1.2 | F: -6 | G: 55* | H: 5.1 | I: -24 | J: 1.1

40	Cc1nc2nc(C)c(CCC(=O)NC(C)c3ccc4c(c3)OCCO4)c(C)n2n1 (stereo not given)
  A: -10 | B: -5 | C: -2 | D: 1 | E: 1.1 | F: -4 | G: -3 | H: 0.8 | I: -11 | J: 1

41	CCN(CC)S(=O)(=O)c1cc(NC(=O)CN2CCN(c3ccccn3)CC2)ccc1C
  A: -10 | B: -11 | C: -3 | D: 1 | E: 1.2 | F: 0 | G: 42 | H: -0.3 | I: -22 | J: 1

42	CCC(c1nnnn1CCOC)N(Cc1ccc(C)cc1)Cc1cc2cc(OC)ccc2[nH]c1=O (stereo not given)
  A: -10 | B: 1 | C: -8 | D: 1.1 | E: 0.9 | F: -4 | G: 24 | H: 1.3 | I: 9 | J: 1

43	O=C(Cc1ccc(-n2c(=O)[nH]c3ccccc3c2=O)cc1)N1CCN(c2cccc(Cl)c2)CC1
  A: -5 | B: -24 | C: -4 | D: 1 | E: 1.1 | F: -6 | G: 10 | H: 2.2 | I: -5 | J: 1.1

44	COc1ccc(Cn2c(=O)[nH]c3cc(C(=O)N4CCN(c5ccccn5)CC4)ccc3c2=O)cc1
  A: -10 | B: -19 | C: -1 | D: 1 | E: 1.1 | F: -4 | G: -3 | H: 0.7 | I: -10 | J: 1

45	Cc1ccccc1NC(=O)Cn1c(C)nc2ccc(NC(=O)C3CC3)cc2c1=O
  A: -15 | B: -9 | C: -6 | D: 1.1 | E: 1.1 | F: -2 | G: 3 | H: 2.3 | I: -11 | J: 1

Ordered by number of heavy atoms (low to high): four of the compounds above
Letter code – A = TNAP inh no acc; B = APP transl inh; C = TNAP inh hi DEA; D = TNAP act hi DEA; E = bIAP activator; F = FLuc inh counter; G = Lmaj promast; H = RAM inhibit; I = bIAP inh; J = FLuc act counter
37	COc1cc(-n2nnnc2SC)c(OC)cc1Cl
  A: 0 | B: 6 | C: -5 | D: 1 | E: 0.9 | F: -9 | G: -8 | H: -0.1 | I: 5 | J: 1.1

12	CCCn1c(SCC(=O)NCc2ccccc2Cl)n[nH]c1=O
  A: 5 | B: 10 | C: 2 | D: 1 | E: 1 | F: -5 | G: -1 | H: 0.7 | I: 3 | J: 1

29	CCOc1ccc2c(c1)OC(c1ccc(OC)cc1)(C(F)(F)F)NC2=O (stereo not given)
  A: -10 | B: 91* | C: -4 | D: 1 | E: 0.9 | F: 0 | G: 100* | H: 3.2 | I: 13 | J: 1

9	CCN(C(=O)CSc1nnnn1-c1ccccc1)c1c(N)n(Cc2ccccc2)c(=O)[nH]c1=O
  A: 0 | B: 8 | C: 2 | D: 1 | E: 1.2 | F: -1 | G: -7 | H: 1.6 | I: -16 | J: 1
